Screens from PubChem.
Spn MK inh: inhibitors of Streptococcus pneumoniae mevalonate kinase; hit rate 0.48% among 65,000; purified MK, PK/LDH-coupled NADH absorbance 340 nm; inhibition, % at 10 µM;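 active means ranked among the strongest by inhibition in the single 10 µM screen, a fixed top-ranked set picked for dose follow-up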; further: no value below 0 was filed
PMK inhibit: S. pneumoniae PMK inhibition; purified PMK, PK/LDH-coupled NADH absorbance 340 nm; inhibition, % at 10 µM; hit rate 0.49% among 65,000; AID 539;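 active means top-ranked compounds by inhibition in the single 10 µM screen, taking a fixed number of the strongest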;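 further: 0% = full reaction with DMSO carrier and 100% = background rate without enzyme reaction; no value below 0 was filed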
HPDE-C7 cytotoxicity: HPDE-C7 pancreatic duct cell viability loss – fluorescence, HTS (AID 430); cytotoxicity, % at 10 µM; hits with a dose series show EC50 in µM; hit rate 1.8% among 63,000; HPDE-C7 pancreatic duct cells viability, fluorescence; higher % means a stronger effect;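 further: cells exposed to compound for 48 hours before viability readout; 0% = vehicle and 100% = reference cytotoxic drug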
LYP inhibition: inhibition of human PTPN22 tyrosine phosphatase – biochemical, DiFMUP fluorescence, recombinant catalytic domain, 10 µM, primary screen (AID 606); 52,000 tested, under 10 active; inhibition, % at 10 µM, or IC50 in µM where a hit was titrated; recombinant LYP catalytic domain, DiFMUP fluorescence; higher % means a stronger effect;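 active means IC50 under 40 µM in the dose-response test; inactive means IC50 of 40 µM or more, or never dose-tested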
Bfl-1 inhibitors: Bfl-1 inhibitors, primary screen, biochemical, fluorescence polarization, FITC-Bid, mouse (AID 432). FITC-Bid BH3 peptide fluorescence polarization displacement; higher % means a stronger effect. displacement, % at 20 µM, or IC50 in µM where a hit was titrated. hit rate 0.02% among 64,000; in the data active means a potency from the dose series; inactive means the rest, 99 in 100 with displacement below about 15%; further: strong numbers were not always called active
Spn DPM-DC inh: blocks S. pneumoniae diphosphomevalonate decarboxylase; hit rate 0.49% among 65,000; AID 556; calls only at 10 µM; purified DPM-DC, PK/LDH coupled NADH fluorescence;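 active means the 320 compounds with the highest percent inhibition in the single-dose primary screen, excluding strongly autofluorescent ones, cut at about 32% in these data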;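 further: kinetic rate of NADH fluorescence loss reporting ADP formed by the decarboxylase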
HT1080 viability: cytotoxicity in HT1080 fibrosarcoma cells, cell-based, fluorescence readout (AID 620); cytotoxicity, % at 10 µM, or EC50 in µM where a hit was titrated; HT1080 viability, fluorescence; higher % means a stronger effect; hit rate 0.42% among 87,000;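 further: cells exposed to compound overnight then 4 h with Alamar Blue; 0% = vehicle DMSO and 100% = killing control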
HPDE-C7K KRASV12: viability loss of HPDE-C7K cells – cell-based, fluorescence, HTS, primary screen (AID 431); HPDE-C7K KRASV12 cells, Alamar Blue viability, 48 h; higher % means a stronger effect; cytotoxicity, % at 10 µM, or EC50 in µM where a hit was titrated; hit rate 1.7% among 63,000;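 active means compounds whose percent cytotoxicity in the single-dose primary screen, scaled between solvent and toxic-drug controls, exceeds 50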;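 further: 0% = DMSO solvent wells and 100% = doxorubicin-treated wells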
TNAP inhibition: inhibition of tissue-nonspecific alkaline phosphatase – biochemical, luminescent (AID 518); one-dose inhibition, % at 20 µM; IC50 in µM for titrated hits; hit rate 0.09% among 64,000; purified TNAP enzyme, luminescent substrate readout; higher % means a stronger effect; in the data active means a potency from the dose series; inactive means the rest, 99 in 100 with inhibition below about 22%;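 further: plate controls were vehicle for no effect and reference inhibitor for full effect; many of its hits are not listed in these tables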
PMK inhibit pilot replicates: also measured in PMK inhibit; calls as there; inhibition, %; measured here: pilot screen replicates
Spn MK inh pilot replicates: further read-out of Spn MK inh, marked with its call; inhibition, %; measured here: pilot screen replicates
Spn DPM-DC inh pilot screen %: second read-out of Spn DPM-DC inh, no call of its own (marks repeat the call); inhibition, %; measured here: pilot screen trials
Starred values were filed as active, the others as inactive; i = inactive; / = not tested or not shown. Unless noted, no stated cut-off is given here; in the data, active means cytotoxicity above about 50%; inactive means the rest.

Start of the listing, in advance, 3 compounds:
SMILES	Spn MK inh	PMK inhibit	HPDE-C7 cytotoxicity	LYP inhibition	Bfl-1 inhibitors	Spn DPM-DC inh	HT1080 viability	HPDE-C7K KRASV12	TNAP inhibition	others
CC(=O)Nc1ccc(S(=O)(=O)N2CCN=C2C)cc1	1.0	0.0	10.4%	8.7%	-3.4%	i	2.8%	19.9%	16.3%	PMK inhibit pilot replicates=0.0;Spn MK inh pilot replicates=0.0;Spn DPM-DC inh pilot screen %=0.0
O=C(c1noc2c1CCCCC2)N1CCN(C(c2ccccc2)c2ccccc2)CC1	7.0	0.0	1.4%	6.1%	3.4%	i	-4.6%	-7.2%	9.7%
Cc1cc(NC(=O)COC(=O)C2CCCN2C(=O)c2cccs2)no1 (stereo not drawn)	10.0	0.0	-2.3%	11.9%	2.4%	i	0.6%	2.3%	5.7%

The list itself, from the start:
SMILES	Spn MK inh	PMK inhibit	HPDE-C7 cytotoxicity	LYP inhibition	Bfl-1 inhibitors	Spn DPM-DC inh	HT1080 viability	HPDE-C7K KRASV12	TNAP inhibition	others
CC(=O)Nc1ccc(S(=O)(=O)N2CCN=C2C)cc1	1.0	0.0	10.4%	8.7%	-3.4%	i	2.8%	19.9%	16.3%	PMK inhibit pilot replicates=0.0;Spn MK inh pilot replicates=0.0;Spn DPM-DC inh pilot screen %=0.0
O=C(c1noc2c1CCCCC2)N1CCN(C(c2ccccc2)c2ccccc2)CC1	7.0	0.0	1.4%	6.1%	3.4%	i	-4.6%	-7.2%	9.7%
Cc1cc(NC(=O)COC(=O)C2CCCN2C(=O)c2cccs2)no1 (stereo not drawn)	10.0	0.0	-2.3%	11.9%	2.4%	i	0.6%	2.3%	5.7%
O=C(c1ccccc1)c1ccc(N2CCOCC2)c(F)c1	0.0	7.0	1.9%	19.0%	-2.7%	i	4.2%	-3.3%	8.8%
Cc1cc(NC(=O)c2ccc(Cn3nc(C)c(Br)c3C)o2)no1	9.0	13.0	-3.2%	-7.2%	4.3%	i	5.5%	6.8%	8.8%
O=C(NCc1ccc2c(c1)OCO2)c1cc2c(s1)CS(=O)(=O)C2	4.0	11.0	6.7%	3.6%	-1.1%	i	0.9%	7.2%	7.4%
CC(=O)Nc1ccc(S(=O)(=O)NCC2CCC(C(=O)N3CCCCCC3)CC2)cc1 (stereo not drawn)	3.0	17.0	-6.2%	/	-12.0%	i	13.5%	1.9%	5.6%
CN(Cc1cc2ccccc2[nH]c1=O)S(C)(=O)=O	6.0	5.0	/	-0.6%	0.2%	i	-5.2%	/	11.5%
O=C(O)C1C2C=CC(O2)C1C(=O)NC1CCCc2ccccc21 (stereo not drawn)	10.0	7.0	-5.6%	1.0%	-9.3%	i	3.2%	3.8%	8.3%
O=C1N2CCSC2=NC1(Nc1ccccn1)C(F)(F)F (stereo not drawn)	0.0	23.0	3.4%	-12.3%	-6.3%	i	-12.3%	-3.4%	0.5%
CC(C)CC(=O)Nc1ncnc2c1C(=O)CC(C)(C)C2	0.0	4.0	-5.3%	0.4%	-3.2%	i	-8.2%	-2.6%	16.5%
O=C(CN1CCN(c2ccccn2)CC1)Nc1ccc2ccccc2c1	4.0	7.0	-9.3%	1.7%	5.5%	i	-1.8%	4.1%	9.0%
CC(=O)Nc1ccc(N2CCOCC2)c(C(=O)Nc2cccc(C)c2)c1	12.0	1.0	5.2%	4.8%	-2.3%	i	-7.4%	5.0%	3.4%
O=C(Cn1cnc2ccccc21)NCCCN1CCOCC1	6.0	9.0	-5.7%	5.5%	-5.2%	i	-2.4%	-24.8%	9.2%
COc1cc(Cl)ccc1S(=O)(=O)n1nc(C)cc1C	4.0	11.0	7.8%	/	-0.1%	i	1.4%	9.8%	3.8%
Nn1c(SCc2cccc3ccccc23)nnc1-c1ccco1	9.0	11.0	-8.4%	/	2.3%	i	32.2%	-3.1%	3.4%
Cc1cccc(-c2nnc3n2N=C(c2ccc(Br)cc2)CS3)c1	3.0	0.0	18.3%	13.4%	0.2%	i	2.7%	24.4%	13.1%
Cn1c(CN2CCN(c3ccc(Cl)cc3)CC2)nc2ccccc21	8.0	4.0	-0.4%	-13.2%	-3.0%	i	3.8%	3.8%	5.4%
Cn1c(CCN2CCCCC2)nc2cc(NC(=O)Nc3ccccc3)ccc21	5.0	3.0	-8.4%	-4.3%	1.4%	i	0.2%	3.1%	-18.2%
NC(=O)CSCc1c(Cl)cccc1Cl	13.0	7.0	/	8.2%	5.2%	i	1.7%	/	12.2%

Arranged by molar mass (rising): some entries from above
SMILES	Spn MK inh	PMK inhibit	HPDE-C7 cytotoxicity	LYP inhibition	Bfl-1 inhibitors	Spn DPM-DC inh	HT1080 viability	HPDE-C7K KRASV12	TNAP inhibition	others
NC(=O)CSCc1c(Cl)cccc1Cl	13.0	7.0	/	8.2%	5.2%	i	1.7%	/	12.2%
COc1cc(Cl)ccc1S(=O)(=O)n1nc(C)cc1C	4.0	11.0	7.8%	/	-0.1%	i	1.4%	9.8%	3.8%
Cn1c(CN2CCN(c3ccc(Cl)cc3)CC2)nc2ccccc21	8.0	4.0	-0.4%	-13.2%	-3.0%	i	3.8%	3.8%	5.4%

Next part
SMILES	Spn MK inh	PMK inhibit	HPDE-C7 cytotoxicity	LYP inhibition	Bfl-1 inhibitors	Spn DPM-DC inh	HT1080 viability	HPDE-C7K KRASV12	TNAP inhibition	others
CC1(C)Cc2ccccc2-c2nnc(SCC(=O)Nc3ccc4c(c3)OCO4)n21	15.0	5.0	5.2%	10.5%	-3.4%	i	0.6%	4.9%	9.6%
CCCS(=O)(=O)c1c(S(=O)(=O)CCC)c2ccccn2c1C(=O)OC	2.0	0.0	-3.7%	/	-4.2%	i	/	-0.5%	2.8%
CC(C)COC(=O)c1ccc(NC(=O)C2C3C=CC(C3)C2C(=O)O)cc1 (stereo not drawn)	9.0	5.0	-22.4%	/	0.5%	i	-18.3%	-24.5%	8.1%
CCc1nc2c(cnn2-c2ccc(Cl)cc2)c(=O)n1-c1ccc(OC)cc1	3.0	12.0	2.8%	/	2.0%	i	-15.8%	-0.6%	6.0%
Cc1nc2c(c(=O)n1Cc1ccccc1Cl)c1nc3ccccc3nc1n2Cc1ccco1	13.0	7.0	-2.1%	/	-10.7%	i	4.6%	-17.6%	13.8%
Fc1ccccc1N1CCN(Cc2nc(-c3ccc(Cl)cc3Cl)no2)CC1	6.0	1.0	0.7%	13.3%	-3.6%	i	3.0%	2.3%	3.3%
CCNS(=O)(=O)c1ccc(S(=O)(=O)N(Cc2ccccn2)C2CCCCC2)cc1	12.0	3.0	7.7%	5.0%	6.1%	i	-5.0%	5.5%	11.6%	PMK inhibit pilot replicates=2.5;Spn MK inh pilot replicates=0.0;Spn DPM-DC inh pilot screen %=0.5
CCN(Cc1cc2ccccc2[nH]c1=O)C(=O)C1CCCCC1	8.0	3.0	-16.4%	9.9%	0.9%	i	12.5%	-7.8%	8.0%
CC(C)OCCCNS(=O)(=O)c1ccc2c(c1)oc(=O)n2C	9.0	13.0	-2.9%	10.7%	-3.8%	i	-8.1%	1.0%	7.0%
CCn1c(=N)c(C(N)=O)cc2c(=O)n3cccc(C)c3nc21	9.0	0.0	3.5%	9.2%	15.1%	/	12.1%	12.8%	10.4%
O=C(Cn1nc(C(F)(F)F)c2c1CCCC2)Nc1ccc2c(c1)OCO2	0.0	16.0	-9.6%	/	-10.7%	i	3.8%	1.2%	6.0%
COc1ccc(CCC(=O)NCc2ccco2)cc1	9.0	7.0	-5.5%	2.9%	-4.3%	i	-6.3%	-14.0%	5.8%
Cc1nc2cc(NC(=O)N3CCC(c4ccccc4)C3)ccc2n1C (stereo not drawn)	8.0	11.0	2.1%	11.2%	-8.2%	i	12.2%	-3.9%	6.8%
Cc1nn(CCc2nn[nH]n2)c2nc(C(F)(F)F)cc(C(F)(F)F)c12	4.0	8.0	-9.0%	/	0.9%	/	5.0%	-4.5%	9.7%
CN1C(=O)CC(P(=O)(c2ccccc2)c2ccccc2)N(C)C1=O (stereo not drawn)	2.0	3.0	-5.3%	2.3%	-5.0%	i	1.0%	-19.6%	4.2%
COc1ccc(OC)c(Nc2cc(-c3ccccc3)nc(N)n2)c1	4.0	11.0	68.5%*	7.2%	-2.8%	i	56.1%*	57.6%*	6.4%	PMK inhibit pilot replicates=2.5;Spn MK inh pilot replicates=0.0;Spn DPM-DC inh pilot screen %=7.0
CCOC(=O)c1sc(NC(=O)c2c(C)nn(Cc3ccccc3)c2C)cc1C	4.0	13.0	72.7%*	8.1%	-1.4%	i	4.0%	44.4%	7.8%	PMK inhibit pilot replicates=5.0;Spn MK inh pilot replicates=0.0;Spn DPM-DC inh pilot screen %=1.0
COc1ccccc1-c1cc(C(=O)NC(C)c2ccccc2)no1 (stereo not drawn)	2.0	8.0	-4.7%	-4.5%	-6.7%	i	-1.1%	-5.1%	22.5%
c1ccc(-c2nn3nnnc3c3ccccc23)cc1	9.0	11.0	4.2%	6.7%	-7.2%	i	-7.2%	-3.2%	7.0%	PMK inhibit pilot replicates=0.5;Spn MK inh pilot replicates=4.5;Spn DPM-DC inh pilot screen %=3.5
O=S(=O)(c1ccc(Oc2ccccc2)cc1)N1CCOCC1	10.0	5.0	1.8%	0.7%	-1.1%	i	10.0%	-1.8%	7.8%
COc1ccc(C(c2nnnn2C2CCCC2)N2CCC(C)CC2)c(OC)c1 (stereo not drawn)	7.0	7.0	-27.7%	2.2%	-1.9%	i	-0.5%	-16.7%	13.8%	PMK inhibit pilot replicates=5.0;Spn MK inh pilot replicates=7.0;Spn DPM-DC inh pilot screen %=4.5
Cc1cn(C(=O)c2cccc(Br)c2)c(C)n1	0.0	0.0	-13.6%	12.8%	-2.2%	i	4.1%	-15.1%	4.6%
CCN(CC)S(=O)(=O)c1ccc(NC(=O)Cn2c(=O)sc3ccccc32)cc1	3.0	5.0	/	5.4%	/	i	-9.4%	/	/
COc1cccc(C(=O)Nc2cccc(-c3nc4ncccc4o3)c2C)c1	11.0	0.0	-0.9%	-2.8%	-3.7%	i	12.8%	-3.7%	11.2%
CCN(CC)C(=O)c1ccc(CS(=O)(=O)c2ccc(OC)cc2)o1	1.0	6.0	-8.5%	1.8%	-5.7%	i	/	8.9%	13.0%	PMK inhibit pilot replicates=0.0;Spn MK inh pilot replicates=2.5;Spn DPM-DC inh pilot screen %=0.0
COc1cc(-c2nnc(CSc3nc4ccccc4s3)o2)cc(OC)c1OC	5.0	10.0	-11.6%	4.5%	-9.0%	i	21.6%	0.2%	8.4%
CCCCNC(=O)Nc1cc(C(=O)OC)ccc1C	5.0	2.0	5.7%	5.8%	2.2%	i	1.1%	-5.8%	8.2%
CCCCCn1c(CN2CCCCC2C)nc2c1c(=O)n(C)c(=O)n2C (stereo not drawn)	0.0	9.0	3.0%	13.5%	4.1%	i	-7.5%	2.0%	2.7%
O=C(Nn1nnnc1Nc1ccccc1)C12CC3CC(CC(C3)C1)C2	15.0	0.0	-1.2%	-3.7%	-2.8%	i	6.5%	-2.0%	4.4%
COC(=O)c1[nH]c2cccc(Cl)c2c1NC(=O)CN(C)C1CCCCC1	9.0	13.0	5.5%	/	-2.0%	i	-5.2%	2.8%	18.5%
Cc1cc2cc(CCNC(=O)C(C)C)c(=O)[nH]c2cc1C	1.0	14.0	/	10.6%	/	i	-5.6%	/	/
